CRFR2-BP ag – CRF-BP/CRF-R2 complex agonism; HEK293 CRF-R2/CRF-BP, calcium dye fluorescence (FLIPR); percent of saturating CRF peptide response; activation, % at 13.2 µM; 350,000 tested, 0.46% active;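 active means activation of at least 50%, plus an integration ratio under a set limit after plate pattern correction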;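 further: plate controls were neutral control wells without compound for no effect and CRF at EC100 for full effect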
M4 antag – blocks acetylcholine activation of human M4 receptor; P08173; CHO-hM4 cells, ACh EC80, Fluo-8 calcium fluorescence; inhibition, % at 3 µM; 360,000 tested, 0.73% active; AID 624125;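 active means inhibition above its plate's cutoff, the mean inhibition of sample wells plus 3 SD, cut at about 27% in these data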;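 further: 0% = acetylcholine EC80 with DMSO and 100% = DMSO without agonist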
Target sequence (P08173 whole entry, looked up): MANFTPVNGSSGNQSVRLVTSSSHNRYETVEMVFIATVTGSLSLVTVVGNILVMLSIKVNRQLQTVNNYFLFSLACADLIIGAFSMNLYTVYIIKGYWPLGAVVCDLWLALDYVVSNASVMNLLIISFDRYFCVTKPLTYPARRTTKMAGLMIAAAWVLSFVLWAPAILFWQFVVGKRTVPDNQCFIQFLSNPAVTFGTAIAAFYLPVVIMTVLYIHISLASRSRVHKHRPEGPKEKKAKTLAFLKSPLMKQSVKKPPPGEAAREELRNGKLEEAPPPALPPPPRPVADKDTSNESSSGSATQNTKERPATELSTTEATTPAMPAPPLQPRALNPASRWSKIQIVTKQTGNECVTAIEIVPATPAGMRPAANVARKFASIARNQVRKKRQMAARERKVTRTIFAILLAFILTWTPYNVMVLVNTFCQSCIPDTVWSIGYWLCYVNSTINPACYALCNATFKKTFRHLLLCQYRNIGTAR
M4 ag – agonists of human muscarinic M4 receptor (CHRM4); P08173; CHO-K1 hM4/Gqi5, Fluo-8 calcium fluorescence; vehicle 0%, full acetylcholine response 100%; activation, % at 3 µM; 360,000 tested, 0.14% active;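 active means activation above the run mean over all test wells plus 3 SD, cut at about 32% in these data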;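 further: peak over basal fluorescence ratio per well then scaled between controls; 0% = DMSO wells and 100% = acetylcholine at EC100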
CHRM4 PAM – potentiates acetylcholine response at human M4 receptor; CHO-K1 hM4/Gqi5, Fluo-8 calcium fluorescence, ACh EC20; 0% = ACh EC20, 100% = maximal ACh; 360,000 tested, 0.4% active; activation, % at 3 µM; P08173; AID 624126;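 active means activation above its plate's cutoff, the mean activation of sample wells plus 3 SD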; further: some results filed as inactive read as strong as hits
M5 PAM – positive allosteric modulators of human muscarinic M5 receptor; 360,000 tested, 0.3% active; CHO-K1 hM5, Fluo-8 calcium, ACh EC20 PAM; 0% = ACh EC20, 100% = ACh EC100; P08912; activation, % at 3 µM;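 active means activation above the run cutoff, the mean activation of all test compounds plus 3 SD, cut at about 18% in these data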
Target sequence (P08912 whole entry, looked up): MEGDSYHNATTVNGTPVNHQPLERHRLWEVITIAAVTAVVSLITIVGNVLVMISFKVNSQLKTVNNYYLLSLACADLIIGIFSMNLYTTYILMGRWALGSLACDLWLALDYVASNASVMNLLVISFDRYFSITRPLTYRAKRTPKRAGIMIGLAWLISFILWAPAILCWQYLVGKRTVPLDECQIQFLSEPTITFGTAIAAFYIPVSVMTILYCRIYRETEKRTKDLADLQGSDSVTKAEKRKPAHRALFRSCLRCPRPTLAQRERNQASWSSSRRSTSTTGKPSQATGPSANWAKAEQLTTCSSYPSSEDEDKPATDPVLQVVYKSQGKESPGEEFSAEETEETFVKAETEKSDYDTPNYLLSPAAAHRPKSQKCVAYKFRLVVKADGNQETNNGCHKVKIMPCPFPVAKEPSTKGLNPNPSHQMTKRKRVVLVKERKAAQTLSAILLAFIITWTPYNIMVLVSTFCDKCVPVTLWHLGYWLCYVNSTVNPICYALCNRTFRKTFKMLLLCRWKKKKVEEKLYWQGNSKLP
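Measured by: Fluo-8 calcium fluorescence; material: human M5 receptor in CHO-K1 cells; schedule: Post-acetylcholine fluorescence recording 140 s; benchmarks: low control EC20 acetylcholine (0%), high control EC100 acetylcholine (100%); read-out: Max/basal fluorescence ratio as % of EC20–EC100 ACh window; compound: single dose, 3 µM nominal final test concentration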
CHRM1 antagonist – antagonists of human M1 muscarinic receptor; inhibition, % at 3 µM; 360,000 tested, 1.3% active; AID 588852; P11229; CHO-K1 hM1, Fluo-8 calcium fluorescence, ACh EC80 antagonist;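 active means percent inhibition above its own plate's cutoff, namely the mean of that plate's compound wells plus 3 SD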;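 further: peak over basal fluorescence ratio during 140 s after agonist addition; 0% = ACh EC80 plus DMSO and 100% = DMSO alone without agonist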
CHRM1 PAM – potentiates human M1 receptor response to acetylcholine. P11229. CHO-K1 hM1, Fluo-8 calcium fluorescence, ACh EC20; 0% = ACh EC20, 100% = maximal ACh. activation, % at 3 µM. 360,000 tested, 0.088% active. AID 588819; in the data active means activation above about 19%, passing the limit was not always enough
M5 antag – antagonists of human muscarinic M5 receptor (CHRM5); P08912; CHO-hM5 cells, Fluo-8 calcium fluorescence, ACh EC80; inhibition, % at 3 µM; 360,000 tested, 0.59% active;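 active means inhibition above a per-plate cutoff, the mean of that plate's test compounds plus 3 SD, cut at about 27% in these data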;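 further: 0% = acetylcholine EC80 with DMSO and 100% = DMSO without agonist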
M5 ag – agonists of human muscarinic M5 receptor (CHRM5); 360,000 tested, 0.19% active; P08912; activation, % at 3 µM; CHO-K1 hM5 cells, Fluo-8 calcium fluorescence; 0% DMSO wells, 100% maximal acetylcholine response;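 active means activation above the run's mean over test compounds plus 3 SD, cut at about 23% in these data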;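 further: signal is peak over basal fluorescence ratio across the kinetic read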
The depositor's hits bear a star; nt = not tested or not shown. Not a hit list (roughly 2.8% active in at least one column).

canonical_smiles	M5 antag	CHRM1 antagonist	M4 ag	CHRM4 PAM	M5 PAM	CHRM1 PAM	CRFR2-BP ag	M4 antag	M5 ag
CCOc1ccc(CCNC(=O)COC(=O)c2ccc(OC)c(OC)c2OC)cc1OCC	12.2	-2.9	4.4	-9.7	-3.6	3.7	-0.2	-4.1	-1.7
Cc1ccccc1C(=O)N/N=C/c1ccc(OCC(=O)N2CCCCC2)cc1	-7.1	-4.6	2.1	11.3	2.1	9.0	1.2	2.5	4.5
S=C1NC2=C(CCCC2)C2(CCCCC2)N1	-4.7	-4.0	-1.1	-9.7	1.2	4.8	2.3	9.5	2.0
CCOc1cc(N2CCOCC2)c(OCC)cc1NC(=O)c1cc(C)cc(C)c1	2.6	-4.5	0.8	5.5	0.4	9.2	-3.9	-6.1	-0.5
NC(=O)c1ccc(SCC(=O)OCC(=O)NCc2ccco2)c([N+](=O)[O-])c1	1.8	-9.3	0.3	4.6	-0.1	6.8	0.1	-10.2	2.9
CCOC(=O)Cn1nc(C)c(NC(=O)COc2ccc(F)cc2F)c1C	-2.0	-16.4	1.1	9.0	5.0	1.8	nt	-11.4	0.0
CCN(C)C1CN(Cc2cn(Cc3ccc(F)cc3)nn2)S(=O)(=O)C1 (stereo unspecified)	-1.2	nt	0.4	3.6	-2.3	nt	nt	-1.5	0.0
COc1ccc(OC)c(-c2csc(NC(=O)C3COc4ccccc4O3)n2)c1 (stereo unspecified)	1.8	1.7	1.0	2.6	-6.2	-4.5	4.4	5.2	-3.0

Arranged by formula weight (falling): some entries from above
canonical_smiles	M5 antag	CHRM1 antagonist	M4 ag	CHRM4 PAM	M5 PAM	CHRM1 PAM	CRFR2-BP ag	M4 antag	M5 ag
CCOc1ccc(CCNC(=O)COC(=O)c2ccc(OC)c(OC)c2OC)cc1OCC	12.2	-2.9	4.4	-9.7	-3.6	3.7	-0.2	-4.1	-1.7
Cc1ccccc1C(=O)N/N=C/c1ccc(OCC(=O)N2CCCCC2)cc1	-7.1	-4.6	2.1	11.3	2.1	9.0	1.2	2.5	4.5
S=C1NC2=C(CCCC2)C2(CCCCC2)N1	-4.7	-4.0	-1.1	-9.7	1.2	4.8	2.3	9.5	2.0

Remaining list, next part
canonical_smiles	M5 antag	CHRM1 antagonist	M4 ag	CHRM4 PAM	M5 PAM	CHRM1 PAM	CRFR2-BP ag	M4 antag	M5 ag
CCCC(=O)N1CCC1(C)C(=O)Nc1cccc(F)c1 (stereo unspecified)	0.2	-13.4	1.2	2.2	-1.0	11.6	nt	-0.9	1.8
COc1cc(N2CCCC2)c(OC)cc1/C=C(/C#N)c1cccc(Br)c1	6.5	-10.6	0.3	0.1	-3.0	-0.8	41.5	-4.3	0.8
COc1ccc(Cc2nc3ccc(S(=O)(=O)N4CCOCC4)cc3[nH]2)cc1OC	14.1	9.7	1.2	-11.2	-15.9	-5.6	0.7	2.6	-1.6
O=C(Nc1nc(-c2ccccc2)cs1)C1CCCO1 (stereo unspecified)	-1.2	-1.9	2.1	0.4	-6.4	-1.2	-0.8	-1.6	1.8
CCCC(=O)Nc1cc(C(=O)O)ccc1S(=O)(=O)c1ccc(Cl)cc1	4.3	0.0	0.0	7.7	-4.4	0.6	-1.4	4.2	-2.5
O=C(CCS(=O)(=O)Cc1ccccc1)N1CCc2ccccc2C1	-3.3	-3.4	2.4	5.2	4.5	6.5	-1.0	-5.1	-0.7
CC1=C(C(=O)N(C(C)C)C(C)C)CC(CC(=O)NCc2cccs2)C(=O)N1CCCN1CCCC1=O (stereo unspecified)	2.9	-10.4	-0.6	4.2	-1.1	11.7	nt	-5.0	3.4
CCOC(=O)c1ccc(NC(=O)NCCc2ccccc2OC)cc1	7.8	2.4	8.6	-7.0	-13.7	-2.0	0.2	5.2	2.7
CCC(C(=O)Nc1nc(C)c(C)s1)c1ccccc1 (stereo unspecified)	3.5	-9.7	1.8	-0.3	-1.5	-1.8	1.3	-1.3	-4.6
O=S1c2ccccc2Oc2ccccc21	11.8	-10.6	0.5	3.0	-1.2	4.9	-0.8	-3.3	-2.1
COc1ccc(OCC(=O)OCC(=O)NCc2ccc(F)cc2)cc1	0.3	1.9	-0.3	13.2	1.4	4.2	-0.2	2.6	0.1
CCOc1ccc(NS(=O)(=O)c2cc(Cl)ccc2OC)cc1	0.3	-4.5	2.2	-6.7	4.7	6.3	-0.2	9.3	-2.2
COc1cc(N2CCCC2)c(OC)cc1/C=C1/NC(=S)NC1=O	16.7	30.5	30.4	-13.6	-12.0	-17.9	177.7*	26.0	32.3*
Cc1ccccc1NC(=O)c1cccc(C(F)(F)F)c1	1.0	-3.7	0.3	11.2	6.8	3.0	-2.3	-1.8	-2.9
COc1ccc(C(=O)N/N=C(\C)CC(=O)Nc2ccc(Cl)cn2)cc1	-1.5	6.9	0.0	5.4	0.4	1.8	-0.3	5.1	1.8
CCSC1=N/C(=C\c2cccnc2)C(=O)N1c1ccccc1	0.1	-3.4	1.9	-2.5	-2.5	-1.5	-1.4	4.9	-4.4
Cc1ccc(CCNC(=O)CCn2c(=O)c3cccn3c3ccc(F)cc32)cc1	11.4	7.3	7.1	-11.4	-8.3	-0.7	0.0	-2.2	-3.2
COc1ccc(/C=N/NC(=O)CN(C2=NS(=O)(=O)c3ccccc32)c2ccccc2)cc1OC	-1.8	1.0	-0.3	5.7	1.3	3.6	-2.4	3.1	-1.3
CCCCNC(=O)CSc1nc2cc3c(cc2c(=O)n1CCCC(=O)NCCc1ccc(OC)c(OC)c1)OCO3	5.1	-4.0	0.3	0.2	0.1	1.7	-4.4	-3.6	-0.9
COc1nnc(-c2ccc(C)c(S(=O)(=O)N(C)C)c2)c2ccccc12	-0.3	-10.0	4.0	-1.5	6.7	4.3	-0.6	2.3	5.8
COc1ccc(S(=O)(=O)NNC(=O)c2ccccc2-n2cccc2)cc1	5.6	-1.4	2.1	3.5	-5.0	3.0	-0.9	-0.9	-2.5
O=C(Nc1ccccc1)C1Cc2c(-c3cccc(F)c3)ccnc2O1 (stereo unspecified)	4.9	-13.4	2.7	5.0	-5.6	12.3	nt	0.6	3.3
O=C(COc1ccc(S(=O)(=O)NC2CCCC2)cc1)NCC1CCCO1 (stereo unspecified)	3.9	3.2	0.8	-2.5	11.2	10.6	-1.0	3.2	-0.8
Cc1nc2sccn2c1-c1csc(NCc2ccccc2)n1	19.6	14.5	10.8	-11.6	-13.8	-6.7	0.4	5.5	6.0
O=C(NCCc1ccc(F)cc1)C(=O)NCC1CCCN1S(=O)(=O)c1ccccc1 (stereo unspecified)	-4.5	26.7*	20.6	-8.7	-6.5	-6.7	2.1	10.1	1.5
CC1(C)C(=O)C2(CCCCC2)C(=O)OC1c1cccn1-c1ccc([N+](=O)[O-])cc1 (stereo unspecified)	-3.6	-6.3	0.7	2.3	-0.6	6.3	25.6	0.8	-1.2
Cc1cccc(Cn2nc(C)cc2NC(=O)Cn2cc([N+](=O)[O-])cn2)c1	4.6	-2.6	7.8	-1.7	0.6	1.0	-2.0	-6.4	4.6
CCSc1nnc(-c2ccc(Cl)cc2)c2ccccc12	0.4	2.4	-0.8	-0.1	1.4	3.4	1.5	7.1	-2.2
COc1ccc(CCN2CC(C(=O)N(C)Cc3cccnc3)CC2=O)cc1OC (stereo unspecified)	-3.0	-14.7	0.7	6.6	2.7	8.6	0.6	-18.8	0.2
NC(=O)c1ccc(NC(=O)COC(=O)c2ccccc2SCC(=O)N2CCCC2)cc1	-4.4	-32.8	0.8	9.0	1.7	26.9*	1.0	-13.4	0.2
CCCCN(C(=O)c1cc(-c2ccc(F)cc2)nc2ccccc12)c1c(N)n(CCCC)c(=O)[nH]c1=O	6.2	-9.4	0.7	-1.3	-0.9	9.0	-0.1	7.2	0.2
O=C1c2ccccc2C(=O)N1CCCCSc1nnc2c(Cl)cc(Cl)cn12	12.4	-4.6	2.3	-1.4	2.0	3.4	-2.6	-9.3	-3.1
Cc1cc(-c2ccc(/C=N/n3cnnc3)o2)c([N+](=O)[O-])cc1C	-2.0	-1.3	1.8	-4.5	-5.1	4.9	2.2	-2.0	-1.7
CCN(CC(=O)Nc1ccccc1OC)C(=O)CN1C(=O)NC(C)(c2ccc(C)cc2)C1=O (stereo unspecified)	-0.8	3.5	2.2	3.1	6.8	2.0	0.9	0.7	8.4
CC1CCC2(CC1)NC(=O)N(CC(=O)Nc1ccc(F)cc1)C2=O (stereo unspecified)	6.0	-16.2	0.6	3.1	-3.4	16.1	-0.1	-6.8	-0.4
Cc1nc(N2CCN(Cc3ccc4c(c3)OCO4)CC2)c2oc3ccccc3c2n1	14.1	-0.4	0.1	-11.5	-10.5	0.2	-0.7	-7.7	-12.6
Cc1cc2ncn(/N=C/c3ccc(-c4ccccc4)o3)c2cc1C	9.1	-0.1	0.8	-7.8	-6.5	-2.1	1.1	14.4	-3.7
COC(=O)[C@H](Cc1ccccc1)NC(=O)NCc1ccccc1OC	3.6	-3.3	-0.2	-5.9	-4.0	0.1	-0.4	-6.7	0.9
[O-]c1n[n+](-c2ccc(Cl)cc2)cc2ccccc12	0.0	0.8	0.6	2.7	-10.1	-4.2	1.3	-4.8	-2.5
N#CC1=C(N)Oc2n[nH]c(-c3cccs3)c2C1c1ccccc1C(=O)O (stereo unspecified)	0.6	-8.3	1.8	9.0	2.0	10.1	-1.0	3.9	0.3
COC(=O)C(Cc1ccc(OC(=O)c2ccc(C)cc2)cc1)N1Cc2ccccc2C1=O (stereo unspecified)	21.0	17.3	7.7	-9.0	-7.4	-6.3	1.2	25.1	0.8
COc1ccc(NC(=S)NCCSc2ccc(C)cc2)c(OC)c1	-8.5	-13.6	4.8	-9.4	-10.7	-7.3	-1.4	-3.7	-12.1
O=S(=O)(c1ccc2c(c1)OCCCO2)N1CCNCC1	5.3	-8.3	0.4	-2.3	-6.2	9.0	-1.6	6.7	-4.2
COc1cc2nc(=S)n3[nH]c(CCn4nc(C)cc4C)nc3c2cc1OC	2.4	1.7	0.3	2.0	1.5	3.5	-0.8	7.8	-3.7
O=C(Nc1cc([N+](=O)[O-])ccc1F)C1CCN(S(=O)(=O)c2cccs2)CC1	22.1	-20.3	4.7	3.0	-10.0	4.8	-3.3	-2.0	2.5
COC(=O)C1(S(=O)(=O)c2ccc(C)cc2)CCOCC1	6.2	-23.5	0.1	3.4	-6.1	7.8	-2.5	-6.3	1.6
CC(C)(C)c1cn(-c2ccc(F)cc2)c(=S)[nH]1	-8.4	1.8	1.1	27.4	6.3	-5.2	6.4	22.9	-1.4
O=S(=O)(c1cccc(-c2nnco2)c1)N1CCOCC1	7.4	-11.2	1.9	9.1	12.4	7.1	-0.4	-1.7	-0.8
CN(Cc1cnn(C)c1)C(=O)CC1C(=O)NCCN1Cc1cccc(Oc2ccccc2)c1 (stereo unspecified)	32.4*	4.5	3.5	0.2	-14.0	0.8	-0.8	3.7	-5.8
CC(C)Cn1c(N)c(C(=O)COC(=O)C2CCCN2C(=O)c2cccs2)c(=O)n(C)c1=O (stereo unspecified)	7.7	2.6	14.1	-8.6	-19.3	-1.6	0.2	3.9	2.5

Source: PubChem BioAssay (several laboratories)
